Screening results from PubChem BioAssay.
NCI-60 one-dose screen, 48 h, at 10 µM unless noted. Numbers give growth in % (100 = growth as untreated, 0 = no growth, -100 = all killed).
TK-10: TK-10 renal cancer cells; actives 3.9% (n = 81,000)
HCT-116: HCT-116 colon cancer; actives 7.3% (n = 82,000)
SW-620: SW-620 colon cancer; actives 5.2% (n = 82,000)
786-0: 786-0 renal cancer cells; actives 5.1% (n = 81,000); AID 1794775
HT29: HT29 colon cancer | AID 1794748 | actives 7.4% (n = 81,000)
HCC-2998: HCC-2998 colon cancer; actives 4.7% (n = 79,000); AID 1794799
SN12C: SN12C renal cancer cells; AID 1794767; actives 3.8% (n = 81,000)
HCT-15: HCT-15 colon cancer; actives 5.2% (n = 82,000); AID 1794746
UO-31: UO-31 renal cancer; actives 5.2% (n = 81,000)
Starred values were filed as active, the others as inactive; . = not tested or not shown; & = joins results of further samples. How the source made its calls: active means growth percent below 10; inactive means the rest.

SMILES | TK-10 | HCT-116 | SW-620 | 786-0 | HT29 | HCC-2998 | SN12C | HCT-15 | UO-31
Cc1ccccc1NC(=O)/C=C/c1ccc(OCCCOc2ccc3c(C)cc(=O)oc3c2)cc1 | 103 | 105 | 104 | 102 | 97 | 113 | 100 | 98 | 92
Cc1cccc(Nc2ncnc3oc(C)c(C(=O)NCCN4CCOCC4)c23)c1 | 99 | 117 | 99 | 92 | 104 | 97 | 94 | 95 | 76
COc1cc(C2=N/C(=C\c3cc4ccccc4nc3OC)C(=O)O2)cc(OC)c1OC | 97 | 105 | 101 | 99 | 101 | 108 | 100 | 105 | 92
O=c1[nH][nH]c2cc([N+](=O)[O-])ccc12 | 113&104 | 80&86 | 102&109 | 98&104 | 107&111 | 95&90 | 97&96 | 54&63 | 91&87
c1ccc(Nc2ccccn2)cc1 | 96 | 103 | 110 | 95 | 99 | 114 | 95 | 96 | 88
CCOC(=O)C1=C[C@]2(CC)CCCN3CCc4c(n1c1ccccc41)[C@@H]32 | 117 | 95 | 89 | 111 | 81 | 99 | 57 | 103 | 75
O=C(OCC1CC=CCC1)C1CC=CCC1 (stereo not given) | 109 | 102 | 113 | 103 | 109 | 100 | 134 | 116 | 107
O=c1c(CN2CCOCC2)c(-c2cccc(OC(F)(F)F)c2)[nH]c2ccc(N3CCCC3)cc12 | 107 | 97 | 90 | 94 | 99 | 97 | 93 | 91 | 88
CNc1ccc2c(c1)c1ccccc1n2C | 98 | 107 | 111 | 105 | 115 | 99 | 102 | 104 | 92
C=C(C)[C@@H]1CC[C@]2(C(=O)OCCOCCOCC[P+](c3ccccc3)(c3ccccc3)c3ccccc3)CC[C@]3(C)[C@H](CC[C@@H]4[C@@]5(C)CC[C@H](OC(C)=O)C(C)(C)[C@@H]5CC[C@]43C)[C@@H]12 | -87* | -92* | -78* | -92* | -88* | -88* | -90* | -81* | -95*
CC(=O)c1ccc(Br)s1 | 120 | 106 | 102 | 103 | 108 | 95 | 100 | 111 | 102
Cc1ccc(S(=O)(=O)OCCCCOS(=O)(=O)c2ccc(C)cc2)cc1 | . | 94 | 96 | 94 | 108 | 109 | 94 | 96 | 86
CCOC(=O)c1[nH]c2cc(Cl)ccc2c1[C@@H](C(=O)NC(C)(C)C)N(CC)C(=O)CCCCC#Cc1cccc2c1CN(C1CCC(=O)NC1=O)C2=O (stereo not given in full) | 34 | 25 | 22 | 13 | 8.7* | 6.5* | 24 | -2.2* | 0.0*
Nc1ccccc1-c1ccc(-c2ccc(Cl)c(Cl)c2Cl)c2c1[nH]c1ccccc12 | 92 | 63 | 84 | 88 | 75 | 94 | 83 | 82 | 60
CCOC(=O)c1sc(NC(=O)/C=C/c2ccccc2)nc1N1CCN(c2ccc(OC)cc2)CC1 | 102 | 88 | 99 | 109 | 76 | 98 | 89 | 80 | 84
NS(=O)(=O)c1ccc(NC(=O)N2CCN(C(=O)COc3ccc(Cl)cc3)CC2)cc1 | 103 | 100 | 98 | 104 | 100 | 108 | 102 | 108 | 85
O=CN1N=C(c2ccc(Nc3nc(NCCO)nc(NCCO)n3)cc2)CC1c1ccc(C(F)(F)F)cc1 (stereo not given) | 114 | 102 | 113 | 100 | 98 | 104 | 108 | 103 | 99
CN1c2ccccc2C(O)(c2ccccc2)c2ccccc21 | 83 | 27 | 65 | 66 | 48 | 81 | . | 43 | 76
Cc1ccc([N+]2=NOC(=O)C2CN2CCNCC2)cc1 (stereo not given) | 103 | 108 | 96 | 106 | 105 | . | 91 | 103 | 70
c1ccc(-c2cn3c(-c4c[nH]c5ccccc45)csc3n2)cc1 | 148 | 64 | 72 | 100 | 63 | 71 | 54 | 86 | 73
CCCCNC(=O)Oc1ccc(/C(=C(\C)c2ccccc2)c2ccc(OCCCN(C)C)cc2)cc1 | 90 | 75 | 96 | 77 | 14 | 84 | 78 | 49 | 62
CC/C(=C\c1ccc(OCOC)c(OCOC)c1)C(=O)NC(Cc1ccccc1)C(O)C(=O)NCc1ccccc1 (stereo not given) | 99 | 89 | 107 | 98 | 107 | 98 | 90 | 62 | 83
O=C(O)c1cn(C2CC2)c2cc(N3CCN(C(=O)N/N=C/c4cccs4)CC3)c(F)cc2c1=O | 97 | 96 | 107 | 91 | 106 | 109 | 100 | 98 | 75
N#CSCC1CC(O)(c2ccccc2)CC(c2ccc(F)cc2)O1 (stereo not given) | 60 | -60* | -59* | 0.2* | -0.1* | 72 | -62* | 16 | 33
COc1cccc(-c2nc3occn3c2-c2ccnc(NCCNS(=O)(=O)c3ccc(C(F)(F)F)cc3)n2)c1 | 116 | 93 | 113 | 80 | 85 | 133 | 89 | 80 | 66
CCN(CC)CCSCCNc1c(C)cnc2ccc(Cl)cc12 | 93 | 79 | 86 | 97 | 39 | 101 | 89 | 96 | 62
CSc1ccc2c(c1)N(C(=O)/C(C#N)=C/c1ccc(C#N)cc1)c1ccccc1S2 | 97 | 97 | 104 | 95 | 102 | 104 | 93 | 101 | 95
OC(COc1ccccc1Cl)CN1CCN(c2ccccc2)CC1 (stereo not given) | 110 | 103 | 104 | 102 | 105 | 103 | 113 | 105 | 81
O=c1nc2oc3ccc4ccccc4c3cc-2s1 | 55 | 21 | 21 | 23 | 15 | 51 | 41 | 32 | 47
COc1ccc(NC(=O)Nc2ccc(OCC(=O)N=Nc3c(O)[nH]c4ccccc34)cc2)cc1 | 127 | 96 | 104 | 94 | 121 | 109 | 105 | 100 | 92
c1ccc2c(-c3nccs3)c[nH]c2c1 | 84 | 96 | 99 | 89 | 99 | 107 | 98 | 94 | 85
O=C1/C(=C/C2=Cc3ccccc3OC2)SC(=S)N1N1CCOCC1 | . | 102 | 105 | 97 | 113 | 105 | 100 | 102 | 90
O=S(=O)(c1ccccc1)N1CCN(c2nc(-c3ccccc3)nc3nc(-c4ccccc4)oc23)CC1 | 107 | 106 | 107 | 107 | 110 | 113 | 97 | 109 | 90
CCCCN1c2nc3ccccc3nc2SC1Nc1ccccc1 (stereo not given) | 112 | 98 | 103 | 101 | 109 | 107 | 100 | 102 | 91
O=C(c1ccc(-c2nc(CSc3nc4ccccc4s3)no2)cc1)N1CCSCC1 | 55 | 50 | 82 | 91 | 41 | 95 | 82 | 68 | 56
CCOC(=O)c1ccccc1[N+](=O)[O-] | 104 | 110 | 103 | 105 | 106 | 102 | 107 | 116 | 92
C=C1CCc2nc(SCC(=O)O)ccc2N1 | 100 | 98 | 106 | 106 | 109 | 103 | 97 | 99 | 91
CCOc1c(C#N)c(Nc2ccc(S(N)(=O)=O)cc2)c(C#N)c(=O)n1S(=O)(=O)c1ccc(C)cc1 | 104 | 102 | 102 | 107 | 105 | 107 | 100 | 110 | 83
O=C(O)CCC(=O)c1ccc2oc3ccccc3c2c1 | 113 | 114 | 106 | 110 | 107 | 106 | 103 | 103 | 84
C/C=C(C)/C=N\O | 109 | 108 | 97 | 110 | 107 | 108 | 114 | 106 | 91
Cc1ccc(S(=O)(=O)Nc2ccccc2/C=N/NC(=O)c2ccncc2)cc1 | 104 | 87 | 96 | 87 | 102 | 95 | 70 | 72 | 71
COc1cccc(-c2nc3sccn3c2-c2ccnc(NCCNC(=O)c3cccc(C(F)(F)F)c3)n2)c1 | . | 57 | 103 | 76 | 50 | 87 | 65 | 56 | 40
O=C(O)c1ccccc1C(=O)c1ccc(I)cc1 | 96 | 100 | 97 | 99 | 90 | 102 | 104 | 100 | 99
COC(=O)c1nc(=S)[nH]c(C(=O)OC)c1C(=O)c1ccc(O)cc1 | 105 | 101 | 107 | 102 | 113 | 116 | 103 | 109 | 88
COc1cccc(-c2nnc(-c3ccc4ccccc4c3)o2)c1 | 110 | 98 | 106 | 91 | 91 | 96 | 96 | 88 | 100
CCn1cc(C(=O)O)c(=O)c2cnc(N3CCCC3)nc21 | 116 | 97 | 106 | 93 | 111 | 107 | 110 | 111 | 75
Cc1c(Br)cc(Cl)c(O)c1Br | 104 | 102 | 102 | 102 | 104 | 103 | 102 | 102 | 88
CCCCCCCCCCCCCCCC(=O)OC[C@@]1(O)C[C@@]23CC[C@@H]4C(C)(C)[C@H](O)CC[C@@]4(C)[C@@H]2CC[C@H]1C3 | 101 | -67* | 110 | 0.2* | 104 | 107 | 96 | 107 | 92
CCOc1nc(-c2ccccc2)cc2c(O)c(C(=O)NCCCO)[nH]c(=O)c12 | 146 | 99 | 96 | 106 | 104 | . | 103 | 102 | 80
COc1ccc(C(=O)Nc2c(Cl)cccc2Cl)cc1OC | 97 | 97 | 96 | 106 | 109 | 106 | 100 | 101 | .
CC(C)CNC(=O)C(NC(=O)CC(C)C)P(=O)(O)O (stereo not given) | 102 | 105 | 114 | 104 | 105 | 101 | 103 | 116 | 80
C[C@]12CC[C@H]3[C@@H](CC=C4C[C@@H](O)CC[C@@]43C)[C@@H]1CC[C@@H]2[C@](C)(O)CCc1cccnc1 | 84 | 52 | 83 | 81 | 69 | 87 | 80 | 70 | 64
Cc1c(Cn2cc(COc3ccc(C#N)cc3)nn2)c(C)c(Cn2cc(COc3ccc(C#N)cc3)nn2)c(C)c1Cn1cc(COc2ccc(C#N)cc2)nn1 | 85 | 99 | 106 | 101 | 88 | 105 | 96 | 102 | 90
N=C(N)c1ccc(-c2ccc(-c3ccccc3)s2)nc1 | 106 | 47 | 57 | 91 | 27 | 59 | 82 | 45 | 80
Cn1c2c(c3ccc(Cl)c(Cl)c31)C(C#N)C1(CCNCC1)NC2=O (stereo not given) | 38 | 13 | 30 | 55 | 9.4* | -18* | 44 | 47 | 32
COc1ccc(C(=O)CC23C(=O)NC(=O)C2C(=O)NC3=O)cc1OC (stereo not given) | 112 | 101 | 113 | 99 | 109 | 100 | 99 | 107 | 77

Compounds from the list above that contain a Cl atom, in the order listed:
SMILES | TK-10 | HCT-116 | SW-620 | 786-0 | HT29 | HCC-2998 | SN12C | HCT-15 | UO-31
CCOC(=O)c1[nH]c2cc(Cl)ccc2c1[C@@H](C(=O)NC(C)(C)C)N(CC)C(=O)CCCCC#Cc1cccc2c1CN(C1CCC(=O)NC1=O)C2=O (stereo not given in full) | 34 | 25 | 22 | 13 | 8.7* | 6.5* | 24 | -2.2* | 0.0*
Nc1ccccc1-c1ccc(-c2ccc(Cl)c(Cl)c2Cl)c2c1[nH]c1ccccc12 | 92 | 63 | 84 | 88 | 75 | 94 | 83 | 82 | 60
NS(=O)(=O)c1ccc(NC(=O)N2CCN(C(=O)COc3ccc(Cl)cc3)CC2)cc1 | 103 | 100 | 98 | 104 | 100 | 108 | 102 | 108 | 85
CCN(CC)CCSCCNc1c(C)cnc2ccc(Cl)cc12 | 93 | 79 | 86 | 97 | 39 | 101 | 89 | 96 | 62
OC(COc1ccccc1Cl)CN1CCN(c2ccccc2)CC1 (stereo not given) | 110 | 103 | 104 | 102 | 105 | 103 | 113 | 105 | 81
Cc1c(Br)cc(Cl)c(O)c1Br | 104 | 102 | 102 | 102 | 104 | 103 | 102 | 102 | 88
COc1ccc(C(=O)Nc2c(Cl)cccc2Cl)cc1OC | 97 | 97 | 96 | 106 | 109 | 106 | 100 | 101 | .
Cn1c2c(c3ccc(Cl)c(Cl)c31)C(C#N)C1(CCNCC1)NC2=O (stereo not given) | 38 | 13 | 30 | 55 | 9.4* | -18* | 44 | 47 | 32
